Source: PubChem (National Center for Advancing Translational Sciences (NCATS))
RXFP1 antag: blocks the human relaxin receptor RXFP1; Q9HBX9; HEK293-RXFP1, relaxin-stimulated cAMP HTRF, 30 min; active compounds read low; activity change, negative = inhibition, % at 57.5 µM; hit rate 0.59% among 350,000; AID 1259400;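 active = activity change of -60% or lower, but not beyond a set lower limit; inconclusive = change between -60% and -40%, or beyond the set limit; inactive = change above -40%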; also: % is scaled to controls: 0 for no effect and ±100 for the full control effect
Vif-A3F inh: blocks the Vif interaction with APOBEC3F | HeLa A3F-eYFP + Vif (tagged APOBEC3F with the HIV-1 protein that degrades it), YFP fluorescence increase | Potency, µM (doses to about 46.1 µM), without a hit: top-dose activity, negative = active | AID 602313 | hit rate 0.2% among 390,000; also: potency is read from the fitted curve at half-maximal effect; % of control where 0% means no effect; nearly all actives have a fitted effect of over 65% in size
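Fluorescence increase (Ex 488/Em 500-530) after overnight compound treatment at 37 deg C flags inhibition of Vif-driven A3F-eYFP loss in stable HeLa A3F-eYFP/Vif cells seeded overnight beforehand.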
D1 potentiator: enhances dopamine response at the human D1 receptor; P21728; AID 504651; HEK293 TREx D1 cells, calcium flux, dopamine EC20 potentiation; potentiation, % at 10 µM; hit rate 0.036% among 360,000; in the data active = potentiation above about 30%; also: 0% is about no effect
GRP78 ERSR act: ER stress response induction in glioma. hit rate 0.02% among 420,000. Potency, µM, without a hit: at the top dose activation, most hits filed as activators. U87-MG GRP78 promoter luciferase reporter, 16 h. AID 602332; also: potency is read from the fitted curve at half-maximal effect; series mostly up to about 76 µM; % of control where 0% means no effect; nearly all actives have a fitted effect of over 35% in size
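ERSR induction read as luciferase luminescence (Bright-Glo, 10 min at room temperature) in stably transfected human U87-MG glioma cells exposed to compounds for 16 h, using GRP78 as sensor.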
D2 PAM: positive allosteric modulators of human D2 dopamine receptor. potentiation, % at 10 µM. hit rate 0.34% among 340,000. P14416. HEK293 T-REx D2, calcium flux, EC20 dopamine potentiation;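 active = potentiation over 3 SD above the plate norm, cut at about 30% in these data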; also: 0% is about no effect
Target sequence (P14416 whole entry, looked up): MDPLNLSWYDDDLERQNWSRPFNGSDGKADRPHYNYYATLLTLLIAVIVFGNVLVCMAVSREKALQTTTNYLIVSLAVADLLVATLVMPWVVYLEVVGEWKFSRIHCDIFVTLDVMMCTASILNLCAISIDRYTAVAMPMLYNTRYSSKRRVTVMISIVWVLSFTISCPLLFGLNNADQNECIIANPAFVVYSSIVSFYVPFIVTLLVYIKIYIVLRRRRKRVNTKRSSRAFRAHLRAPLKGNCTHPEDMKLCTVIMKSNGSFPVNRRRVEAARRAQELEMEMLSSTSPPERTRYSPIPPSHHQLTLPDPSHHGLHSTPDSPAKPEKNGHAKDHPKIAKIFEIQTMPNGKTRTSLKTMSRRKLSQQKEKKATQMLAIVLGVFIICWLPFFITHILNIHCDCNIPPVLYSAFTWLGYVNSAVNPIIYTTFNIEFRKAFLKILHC
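Potentiation of an EC20 dopamine calcium response measured kinetically over 180 s, after a preceding 180 s compound-only read flagging agonists. Cells: inducible Hek293 Trex D2 line, 4000/well, cultured overnight at 30 C before dye loading.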
D1 agonist: activates the human D1 dopamine receptor; HEK293 T-REx D1 cells, calcium flux, agonist mode; hit rate 1% among 360,000; activation, % at 2 µM; P21728; in the data active = activation above about 30%; also: 0% is about no effect
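Agonism was scored from calcium flux recorded over 180 s (1 read/s) after pintool compound addition, following a 10-cycle baseline. Cells were inducible force-coupled HEK293 TREx D1, plated overnight at 30 C and loaded with no-wash calcium dye.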
RXFP1 ag: agonists of human relaxin receptor RXFP1 | Potency, µM (doses to about 57.5 µM), inactives show top-dose activation, hits mostly activators | hit rate 0.3% among 370,000 | HEK293T-RXFP1 cAMP TR-FRET, 30 min; response scale: percent of porcine relaxin response, buffer zero | Q9HBX9 | AID 2676; also: potency is read from the fitted curve at half-maximal effect; % is scaled to controls: 0 for no effect and ±100 for the full control effect; nearly all actives have a fitted effect of over 60% in size; many of its hits are not listed in these tables
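Agonist response is measured as cAMP accumulation in an RXFP1-transfected HEK293T line under PDE4 inhibition. Values are scaled between buffer-only and 29 nM porcine relaxin, and EC50s come from standard Hill equation fits.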
D1 antagonist: antagonists of human D1 dopamine receptor. hit rate 3.2% among 360,000. HEK293 TREx D1 cells, calcium flux, dopamine EC80; active compounds read low. activity change, negative = inhibition, % at 10 µM; in the data active = activity change below about -30%; also: % is scaled to controls: 0 for no effect and ±100 for the full control effect
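After overnight tetracycline induction at 30 C, force-coupled D1 HEK293 cells took up a no-wash calcium dye at room temperature. Compounds were added and monitored 180 s, and the response to EC80 dopamine was then recorded.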
Vif-A3G inh: inhibitors of Vif-APOBEC3G interaction | hit rate 0.076% among 410,000 | Q9HC16 | Potency, µM (highest dose often 46.1 µM), for the others: at the highest dose activity, negative = active, hits mostly inhibitors | HeLa A3G-eYFP + Vif (tagged APOBEC3G with the HIV-1 protein that degrades it), YFP fluorescence, overnight;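 also: potency is read from the fitted curve at half-maximal effect; % is scaled to controls: 0 for no effect and ±100 for the full control effect; nearly all actives have a fitted effect of over 60% in size; hits raise eYFP signal because A3G escapes Vif-driven loss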
Target sequence (Q9HC16 whole entry, looked up): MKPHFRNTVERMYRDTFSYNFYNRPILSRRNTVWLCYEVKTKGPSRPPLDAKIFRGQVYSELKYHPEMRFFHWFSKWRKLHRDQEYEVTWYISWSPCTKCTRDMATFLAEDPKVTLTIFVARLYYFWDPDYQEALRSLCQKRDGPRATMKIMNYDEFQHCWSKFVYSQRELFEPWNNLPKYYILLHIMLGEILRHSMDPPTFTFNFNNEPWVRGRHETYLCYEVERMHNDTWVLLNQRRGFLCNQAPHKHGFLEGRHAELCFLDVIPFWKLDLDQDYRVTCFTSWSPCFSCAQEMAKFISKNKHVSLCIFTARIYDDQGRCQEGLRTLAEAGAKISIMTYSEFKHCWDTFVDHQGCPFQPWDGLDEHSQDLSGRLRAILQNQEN
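HeLa cells stably expressing Vif and C-terminally eYFP-tagged A3G, seeded overnight at 37 deg C, then exposed to compound by pintool overnight at 37 deg C. Rise in yellow fluorescence (Ex 488/Em 500-530, Acumen) marks blocked Vif-driven A3G degradation.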
Active calls of the source: *; u = inconclusive; x = not tested or not shown; & = joins results of further samples. Unless noted, calls follow the shape of the dose curve; as a rule, active = well fitted curve in the direction sought with a large enough effect; inconclusive = small, poorly fitted or top-dose-only effect, or another doubt; inactive = no such curve, though single readings can be large; an effect the other way counts as inactive or inconclusive.

| SMILES | Vif-A3G inh | D1 agonist | GRP78 ERSR act | RXFP1 antag | D1 potentiator | RXFP1 ag | D1 antagonist | D2 PAM | Vif-A3F inh |
| --- | --- | --- | --- | --- | --- | --- | --- | --- | --- |
| S=C(NCC1CCCO1)Nc1ccc(Cl)c(Cl)c1 (centres undefined) | 3.5% | 8.1 | 11.2% | -8.5 | -5.8 | -0.8% | x | -8.9 | -1.8% |
| O=S1(=O)CCC(N=Cc2cc(Br)ccc2O)C1 (centres undefined) | -3.6% | 1.6 | -5.6% | -21.7 | 4.3 | 1.8% | 1.3 | -20.5 | 1.5% |
| Cc1c(C=O)c2ccccn2c1C(=O)c1ccccc1 | -6.7% | -0.9 | -2.1% | 0.1 | -2.0 | 3.6% | x | 8.5 | 3.6% |
| CCN(c1ccccc1)c1nc(=O)c2cccnc2s1 | 0.0% | -0.1 | 2.5% | -3.9 | -1.6 | 8.3% | -3.9 | 11.7 | 2.6% |
| O=C(NCCCN1CCCC1)[C@H](CSCc1ccccc1)N1Cc2ccccc2C1=O | -5.3% | 0.6 | -10.2% | -60.1* | 1.4 | 1.2% | -2.6 | -6.1 | -3.7% |
| Cc1cc(C(=O)COC(=O)/C=C/c2ccc(F)cc2)c(C)n1C | 1.1% | 2.3 | -0.1% | -10.3 | -4.7 | -1.0% | 2.5 | 4.8 | 2.7% |
| O=C(/C=C/c1ccco1)Oc1cccc2cccnc12 | u | 1.7 | -2.8% | -13.0 | -0.8 | -1.3% | -7.8 | -6.2 | -2.3% |
| COc1cc(S(=O)(=O)N(CCc2ccccc2)Cc2cccs2)ccc1-n1cnnn1 | 0.2% | 9.1 | -2.3% | -3.0 | -7.6 | -0.3% | 6.6 | 2.8 | -2.9% |
| COc1ccc(N2CCN(C(=O)C3CCCN3S(=O)(=O)c3cccc4nsnc34)CC2)cc1 (centres undefined) | 2.5% | 1.6 | -4.1% | -9.7 | -1.8 | 3.1% | 2.5 | -7.1 | 10.3% |
| CC(=O)OC1CC(C)(C)N(OC(=O)c2ccc(N)cc2)C(C)(C)C1 | -3.6% | 1.8 | -3.5% | -28.9 | -4.8 | 0.2% | 0.9 | -7.0 | -4.1% |
| COc1ccc(C(=O)NCC(=O)OCC(=O)N(C)c2ccccc2)cc1 | 1.2% | 2.3 | -0.3% | -5.8 | 0.7 | 1.2% | 4.4 | 16.8 | -0.5% |
| Cc1ccc(C(=O)NCC(=O)OCc2nnc(-c3ccc([N+](=O)[O-])cc3)o2)cc1 | -3.1% | x | -6.9% | 3.0 | x | x | x | x | -3.3% |
| COc1ccc(C(C(=O)NC2CCCC2)N(C(=O)c2snc(C(N)=O)c2N)c2cccc(O)c2)cc1 (centres undefined) | -9.0% | 6.4 | -1.3% | 5.7 | x | -0.9% | -5.1 | 1.2 | -20.2% |
| O=C(CCNC(=O)c1ccc(Br)cc1)NCc1cccnc1 | 2.2% | 0.1 | -7.6% | -6.1 | 0.3 | 0.1% | 8.2 | 7.7 | -15.1% |
| Cc1nc(SCC(=O)N2CCN(C(=O)c3ccco3)CC2)c2c(C)c(C)sc2n1 | 0.5% | 0.3 | -3.1% | 12.8 | -2.3 | 7.8% | 2.4 | 26.1 | -5.6% |
| Cn1c(=NC(=O)CSCC(=O)N2CCCC2)sc2ccccc21 | -6.0% | 0.9 | 0.4% | -2.0 | -4.4 | 4.2% | -12.0 | 20.6 | 2.6% |
| Cc1cccc(NC(=O)c2c(NC(=O)c3ccccc3)sc3c2CCCC3)c1 | 2.5% | 1.7 | -4.9% | 3.0 | -7.2 | -1.9% | -4.2 | 12.5 | -0.3% |
| COc1ccc(OC)c(S(=O)(=O)N2CCCC(C(=O)N3CCOCC3)C2)c1 (centres undefined) | 1.4% | 1.4 | -2.9% | -0.7 | -4.0 | -0.7% | 15.5 | 2.8 | 6.0% |
| COc1cc(C(=O)Nc2cccc(NC(=O)c3cccs3)c2)cc(OC)c1OC | -5.8% | 4.3 | 6.3% | 6.0 | -0.7 | -0.1% | -0.8 | 5.9 | 8.9% |
| Cc1cc2c(cc1C)-n1c(-c3ccccc3)c3c(=O)n(C)c(=O)n(C)c3c1C(c1ccco1)N2 (centres undefined) | 4.7% | 3.3 | -1.5% | -3.2 | -1.4 | -4.9% | 14.0 | -2.4 | 1.2% |
| COc1ccc(-c2nc(CN3CCCCC3c3nccn3C)c(C)o2)c(C)c1C (centres undefined) | -2.1% | 0.0 | -3.5% | -34.0 | 1.7 | 0.9% | 7.7 | 11.1 | u |
| COc1ccc(C(C)NC(=O)Cc2cccs2)cc1OC (centres undefined) | 2.4% | 0.9 | -4.9% | -0.8 | -17.9 | 4.3% | -24.9 | -4.9 | 0.3% |
| COc1ccc2ccccc2c1CN1CCSCC1 | 0.8% | 3.4 | -4.1% | -13.6 | -1.1 | 0.0% | 10.4 | 23.1 | -6.9% |
| CN(C)c1ccc(N2C(=NC(=O)CCC3CCCC3)SC3CS(=O)(=O)CC32)cc1 (centres undefined) | 2.9% | 0.4 | 1.3% | -2.8 | 0.6 | 2.4% | 29.5 | 4.4 | -18.1% |
| O=C(NCc1cccnc1)c1cnn2ccccc12 | -3.1% | 3.6 | -1.1% | x | 0.9 | 4.3% | 1.7 | -25.8 | 3.6% |
| Cc1ccc(CN2CC(C(=O)NCCCn3nc(C)cc3C)CC2=O)cc1 (centres undefined) | -0.4% | x | -5.2% | -21.7 | x | x | x | x | 2.0% |
| COc1ccc(-c2nc(SCC(=O)NCC3CCCO3)c(-c3ccc(Cl)cc3)[nH]2)cc1 (centres undefined) | 7.3% | 0.0 | -1.9% | -16.3 | -2.4 | -1.1% | -10.2 | -12.3 | 0.4% |
| Cc1onc(-c2ccccc2Cl)c1C(=O)Nc1ccc(Cl)cn1 | -0.8% | 1.5 | -0.4% | 5.6 | 0.4 | -0.4% | 5.4 | 6.2 | 3.2% |
| Cn1cc(CN2CCCC(CNS(=O)(=O)c3cccc4cccnc34)C2)cn1 (centres undefined) | 1.4% | 1.2 | 1.3% | -1.5 | -1.1 | -1.6% | 3.7 | -9.8 | -14.2% |
| COc1cc(NC(=O)NCC2CCN(Cc3ccccc3C)CC2)cc(OC)c1OC | -0.2% | 1.2 | 0.2% | -2.6 | 0.2 | 4.0% | -11.2 | -4.6 | -2.2% |
| O=c1[nH]cc(O)c(=O)[nH]1 | 3.3% | 2.4 | -1.1% | x | -7.1 | 0.1% | -3.4 | 3.8 | -0.4% |
| COC(=O)CCC(=O)NNC(=O)c1ccc(Br)cc1 | 2.3% | 0.1 | -1.3% | 2.3 | -1.7 | 0.1% | -9.7 | 18.0 | -11.4% |
| Cc1ccnc(NC(=O)COc2c(C)cc(C)cc2[N+](=O)[O-])c1 | -5.2% | 0.8 | 2.1% | -3.9 | -2.8 | 4.8% | 2.8 | -8.0 | -13.5% |
| COc1ccccc1C1CCN(Cc2c(C)[nH]c3ccccc23)CC1 | -1.1% | 14.7 | -6.0% | u | -16.3 | -0.1% | -0.4 | -15.6 | -19.6% |
| Cc1ccc(NC(=O)CN2C(=O)CCc3cc(S(=O)(=O)N4CCOCC4)ccc32)cc1N(C)C | -2.9% | 5.0 | -0.3% | x | -0.1 | 3.3% | 4.7 | 1.6 | -7.1% |
| O=C(NCc1ccccc1)/C(=C/c1cccc([N+](=O)[O-])c1)NC(=O)c1ccco1 | 0.0% | 1.8 | -4.6% | -7.2 | x | -0.2% | -5.6 | 1.9 | 3.5% |
| O=C(c1ccc(N2C(=O)CCC2=O)cc1)N1CCCSC1=Nc1ccccc1 | 1.0% | x | -2.2% | 4.5 | x | x | x | x | -4.0% |
| COc1cccc(S(=O)(=O)Nc2ccc3c(c2)[C@@H]2C[C@H](CC(=O)NCCc4ccccc4)O[C@H](CO)[C@@H]2O3)c1 | -4.2% | x | -3.7% | 5.7 | x | x | x | x | 0.1% |
| Cc1ccccc1CNC(=O)c1cccc(NC(=O)N2CCSc3ncccc32)c1 | 0.0% | 3.8 | -3.4% | -5.9 | -2.1 | -1.0% | -24.1 | -0.4 | 6.1% |
| O=c1[nH]c(CSc2nc3ccccc3s2)nc2ccccc12 | -0.3% | 1.8 | 1.5% | -2.3 | -3.5 | -0.4% | -4.8 | 12.6 | -27.5% |
| CCCC(CCC)C(=O)NC1CC(=O)N(c2ccc3c(c2)OCCO3)C1 (centres undefined) | 0.2% | 2.1 | -0.7% | x | -3.4 | -0.5% | x | -4.8 | 0.1% |
| O=C(COc1c(F)c(F)c(C(F)(F)F)c(F)c1F)Nc1ccc(N2CCOCC2)c(Cl)c1 | -0.2% | 6.8 | -2.8% | -30.7 | -4.2 | 0.8% | 3.0 | 4.4 | -10.8% |
| O=C(Cn1cnc2ccccc2c1=O)c1cccs1 | -0.4% | 2.6 | -1.3% | -3.4 | -2.2 | 0.5% | -3.6 | 9.7 | x |
| CC1(C)CC(=O)CC(C)(C)N1OC(=O)c1ccccn1 | 1.0% | 2.1 | -2.4% | 5.7 | -6.7 | -0.3% | -25.0 | -1.2 | -0.4% |
| CC1CCC(NC(=O)C2(C)Cc3ccccc3C(=O)N2Cc2ccc(Cl)cc2)CC1 (centres undefined) | x | -0.3 | x | -1.4 | -0.9 | 1.3% | -52.3* | 10.0 | x |
| CCOc1ccc(CCNC(=O)C2CCN(c3nn4c(=O)cc(C)nc4s3)CC2)cc1 | 0.7% | 1.3 | 0.0% | -3.3 | 4.0 | 4.7% | 13.8 | -8.4 | 4.7% |
| Brc1ccc(-c2nnc3sc(CNCc4ccc5c(c4)OCO5)cn23)cc1 | 5.0% | -1.7 | -1.4% | 16.3 | 7.7 | 29.1% | -20.8 | -23.0 | -10.3% |
| CCCc1nn(C)c2c(=O)[nH]c(-c3ccccc3OCC)nc12 | -1.4% | 1.8 | -2.3% | -3.4 | -4.1 | 2.2% | -5.5 | 5.4 | -10.1% |
| Cn1ncc(Cl)c1C(=O)N/N=C/c1cc2c(cc1[N+](=O)[O-])OCO2 | -0.3% | 0.4 | 4.9% | -4.4 | -1.4 | -1.8% | -6.2 | 4.7 | -0.9% |
| O=C(Cn1cccc1C(=O)c1ccccc1)NCc1ccccc1Cl | -0.3% | 0.4&-0.5 | 7.4% | -18.6&-1.0 | 0.4&1.6 | 0.8%&4.3% | 7.0&16.2 | -2.0&1.8 | 0.6% |

These rows are one share of the data; count on the stated rates, not on these rows.
